Compound activity as filed in PubChem.
RT RNaseH block – HIV-1 RT RNase H inhibitors, primary screen, biochemical, fluorescence; inhibition, % at 10 µM; 65,000 compounds, 1.9% hits; Gag-Pol polyprotein (Human immunodeficiency virus type 1 group M subtype B (isolate …; RT-RNase H RNA/DNA duplex cleavage; in the data active = inhibition above about 50%
RmlCD inh mix – RmlC and RmlD coupled enzyme inhibitors, primary screen, biochemical, 384-well, compound mixtures, retest; RmlC/RmlD coupled enzyme inhibition, 384-well mixture HTS; inhibition, % at 5.5 µM; 110,000 compounds, 0.39% hits; in the data active = inhibition above about 30%, passing the limit was not always enough; inconclusive = no clear call, values can overlap the other calls; also: strong numbers were not always called active
Numbers without * were called inactive; u = inconclusive; x = not tested or not shown; & = joins results of further samples.

no.	Molecule	RmlCD inh mix	RT RNaseH block
1	Cc1[nH]nc(N=CC2=C(O)CC(C)(C)CC2=O)c1-c1ccc(Cl)cc1	-16	-7
2	COc1ccccc1C(CCN(Cc1cccs1)C(C)=O)c1ccco1 (stereo not given)	4	2
3	CC1=Nc2ccc(C)c3nc(C)cc(c23)N1c1ccc(C)cc1	-11	x
4	CN(C)C(=O)c1c(-c2ccccc2)oc2ccc(O)cc12	7	-7
5	O=C(NCCc1ccccc1)C1CCCN(S(=O)(=O)c2cccnc2)C1 (stereo not given)	-12	-17
6	Cn1ncc(N=Cc2ccc([N+](=O)[O-])cc2)c1C(=O)N1CCOCC1	-12	x
7	COc1ccc(S(=O)(=O)NCCc2csc(C)n2)cc1C	-9	5
8	COc1ccc(OC)c(NC(=O)Cc2coc3ccc(C)cc23)c1	-3	-54
9	C=C1C(O)(c2ccccc2)C2CC[N+]1(C)CC2 (stereo not given)	-14	x
10	O=C(COc1ccccc1)n1nc(-c2ccc(Cl)cc2)nc1NCc1ccco1	-8	6
11	COc1ccc(C(=S)N(C)C)cc1OC	-5	87*
12	COc1ccccc1OCCCOc1ccc([N+](=O)[O-])cc1Cl	4	x
13	O=C(NCCOc1ccccc1)c1cc2ccccc2o1	-31	-18
14	COc1ccccc1OCC(=O)Nc1ccc(S(=O)(=O)N2CCCCCC2)cc1	10	0
15	CC1CCCC(C)N1C(=O)Cn1cc(/C=C2/C(=O)Nc3ccccc32)c2ccccc21 (stereo not given)	-2	x
16	C=CCSc1nc(C)c(CC(=O)OCC(C)C)c(=O)[nH]1	-9	-14
17	CC(C)Cc1ccc(C(C)C(=O)OCC(=O)c2c[nH]c3ccccc23)cc1 (stereo not given)	10	x
18	O=C(Nc1cc(Sc2ccccn2)cc([N+](=O)[O-])c1)c1ccc(Cl)cc1	u	x
19	Cc1cc(S(=O)(=O)N2CCN(c3c(C)cccc3C)CC2)ccc1F	-11	-2
20	Cn1c(=O)c2c([nH]c(=O)n2C)n(C)c1=O	3	0
21	CC1(N2CCOCC2)CC2(O)C(=[N+]1[O-])CCc1nonc12 (stereo not given)	9	-1
22	Cc1ccc(-n2nnnc2SCC(=O)NNC(=O)c2ccco2)c(C)c1	-8	x
23	COC(=O)CSc1nnc(-c2ccccc2OC)o1	-11	-4
24	Cc1ccc(C)c(-n2nnnc2Sc2nnnn2-c2ccccc2)c1	4	-38
25	O=C(CSc1ncn(-c2ccccc2)n1)Nc1nc(-c2ccccc2)cs1	3	x
26	COc1cc(C(=O)NCC2CCCO2)ccc1OCc1c(C)noc1C (stereo not given)	-10	-1
27	CC(CNC(=O)CC(C)(C)C)NC(=O)CC(C)(C)C (stereo not given)	8	x
28	Cn1c(=O)oc2cc(S(=O)(=O)NCC3CCCO3)ccc21 (stereo not given)	-5	1
29	CCOc1ccccc1C1C(C(=O)OC)=CN(C)C=C1C(=O)OC	24	1
30	O=C(CSc1nnc(Cc2ccccc2)n1Cc1ccco1)NC12CC3CC(CC(C3)C1)C2	-30	-3

17 compounds already listed, arranged by SMILES length, largest number first:
no.	Molecule	RmlCD inh mix	RT RNaseH block
30	O=C(CSc1nnc(Cc2ccccc2)n1Cc1ccco1)NC12CC3CC(CC(C3)C1)C2	-30	-3
18	O=C(Nc1cc(Sc2ccccn2)cc([N+](=O)[O-])c1)c1ccc(Cl)cc1	u	x
1	Cc1[nH]nc(N=CC2=C(O)CC(C)(C)CC2=O)c1-c1ccc(Cl)cc1	-16	-7
6	Cn1ncc(N=Cc2ccc([N+](=O)[O-])cc2)c1C(=O)N1CCOCC1	-12	x
10	O=C(COc1ccccc1)n1nc(-c2ccc(Cl)cc2)nc1NCc1ccco1	-8	6
25	O=C(CSc1ncn(-c2ccccc2)n1)Nc1nc(-c2ccccc2)cs1	3	x
22	Cc1ccc(-n2nnnc2SCC(=O)NNC(=O)c2ccco2)c(C)c1	-8	x
21	CC1(N2CCOCC2)CC2(O)C(=[N+]1[O-])CCc1nonc12 (stereo not given)	9	-1
3	CC1=Nc2ccc(C)c3nc(C)cc(c23)N1c1ccc(C)cc1	-11	x
24	Cc1ccc(C)c(-n2nnnc2Sc2nnnn2-c2ccccc2)c1	4	-38
16	C=CCSc1nc(C)c(CC(=O)OCC(C)C)c(=O)[nH]1	-9	-14
4	CN(C)C(=O)c1c(-c2ccccc2)oc2ccc(O)cc12	7	-7
27	CC(CNC(=O)CC(C)(C)C)NC(=O)CC(C)(C)C (stereo not given)	8	x
9	C=C1C(O)(c2ccccc2)C2CC[N+]1(C)CC2 (stereo not given)	-14	x
13	O=C(NCCOc1ccccc1)c1cc2ccccc2o1	-31	-18
23	COC(=O)CSc1nnc(-c2ccccc2OC)o1	-11	-4
11	COc1ccc(C(=S)N(C)C)cc1OC	-5	87*

New compounds follow:
no.	Molecule	RmlCD inh mix	RT RNaseH block
31	CCOc1ccc(-c2nnn(CC(=O)c3ccc4c(c3)OCCO4)n2)cc1OCC	-5	-6
32	Cc1cc(=O)oc(C)c1C(=O)NCc1c(F)cc(F)cc1F	18	-6
33	O=C(N/C(=C\c1cccnc1)C(=O)N1CCOCC1)c1cccc(Br)c1	1	x
34	Cc1nn(C/C(C#N)=N\O)c(C)[n+]1N	0	-7
35	O=C(CSc1nnc(-c2ccncc2)n1Cc1ccco1)Nc1ccccc1Cl	6	-6
36	O=[N+]([O-])c1ccc(N2CCN(S(=O)(=O)c3ccccc3)CC2)cc1NCCN1CCOCC1	-10	x
37	Cc1ccc(CSC2=NCCN2C(=O)c2ccco2)cc1	1	-16
38	O=C(COC(=O)c1cccc(S(=O)(=O)N2CCOCC2)c1)Nc1nc(-c2ccccc2Cl)cs1	11	x
39	C=CCc1ccc(OCCOCCN(C)C)c(OC)c1	5	x
40	Cc1ccc(C)n1-c1ccccc1N	10	x
41	Cc1cc2ccccc2n2c(SCC(=O)NCc3cccs3)nnc12	-11	x
42	COC(=O)/C(=C1/Oc2cc3c(cc2S1)OCO3)C(F)(F)F	-25	-17
43	COCCNC(=O)c1c(CSc2ccc(F)cc2)noc1C(=O)NCc1ccccc1	-8	x
44	CCc1nnc(NC(=O)CSc2nnc(-c3ccccc3OC)n2-c2ccc(C)cc2)s1	-9	x
45	O=C(CSc1nccc(=O)[nH]1)N1CCCc2ccccc21	8	-6
46	O=C(NCc1ccco1)C(c1cccs1)N(Cc1ccccc1)C(=O)Cn1nnc2ccccc21 (stereo not given)	0	-10
47	CCC(C)NS(=O)(=O)c1ccc(NS(C)(=O)=O)cc1 (stereo not given)	-13	-5
48	CCOC(=O)Cn1c(=O)oc2cc(S(=O)(=O)NCc3ccccn3)ccc21	-12	-2
49	O=C1Nc2ccccc2C1=O	7	x
50	CCOC(=O)N1CCN(C(=O)c2cn(-c3ccc(C)c(C)c3)c(=O)c3ccccc23)CC1	19	5
51	Cc1ncc(C23CC4CC(CC(C4)C2)C3)[nH]1	-11	-3
52	CC1(C)NC(=O)N(CCOc2cccc(Cl)c2Cl)C1=O	10	-21
53	CCn1c(SCC(=O)Nc2sc3c(c2C#N)CCC(C(C)(C)C)C3)nnc1-c1ccco1 (stereo not given)	0	x
54	O=C(O)c1ccccc1N/N=C\c1ccnc2ccccc12	4	x
55	CCCCOC(=O)Cn1cnc2ccc(Br)cc2c1=O	-88	-9
56	CCN1CCN(Cc2c(O)ccc3c(=O)c(-c4ccccc4OC)coc23)CC1	72	-21
57	Cc1nn(-c2ccccc2)c2c1C(c1ccco1)C(C#N)=C(N)O2 (stereo not given)	5	2
58	O=C1CSC(c2cccs2)N1c1ccccc1 (stereo not given)	-7	-16
59	CCOCCCNc1nc(=S)[nH]c2cc(OC)c(OC)cc12	21	-8
60	Cc1cccc2cc3c(N)c(C#N)sc3nc12	-2	4
61	COc1ccc(C2N3CC4(C)CN2CC(C)(C3)C4)cc1OC (stereo not given)	-7	-10
62	Cc1ccc(S(=O)(=O)NC(CC(=O)O)c2ccccc2)c(C)c1 (stereo not given)	-1	-9
63	COc1ccc(CNc2nc(-c3cccnc3)nn2C(=O)c2cccs2)cc1	x	-59
64	CSc1nc(N2CCCC2)c2c(c1C#N)CC(C)(C)OC2	-10	6
65	O=C(c1cn(-c2ccccc2)nc1-c1cccs1)N(CCO)Cc1ccccc1	28	x
66	CCOC(=O)C1CCN(S(=O)(=O)c2ccc(C)cc2)CC1	20	x
67	O=C1CC(c2ccc3c(c2)OCO3)Sc2nc3ccccc3n21 (stereo not given)	186	-11
68	CCOc1ccc2c(c1)n([O-])c1c([n+]2=O)CCCC1	8	39
69	CN(C)S(=O)(=O)N1CCN(CC(O)COc2ccc3cc(Br)ccc3c2)CC1 (stereo not given)	13	-4
70	COc1ccc(CCn2c(C)cc(C(=O)CSc3nc(N)cc(=O)[nH]3)c2C)cc1	5	x
71	CCCN(CCC)C(=O)c1ccc2c(c1)N(Cc1ccccc1)C(=O)CS2=O (stereo not given)	5	0
72	C#CCOCCOCCOCCNc1nc(N2CCN(C(=O)[C@H](Cc3cc4ccccc4[nH]3)n3cc(C(N)CC(C)C)nn3)CC2)nc(N2CCN(C(=O)[C@H](CCC(=O)O)n3cc(C(N)[C@H](C)CC)nn3)CC2)n1 (stereo not given in full)	8	x
73	O=C(Nc1ccc(Cl)cn1)C1CCCN1S(=O)(=O)c1cccc2ccccc12 (stereo not given)	-13	x
74	COc1ccc(C(N)CCc2ccc(C)o2)cc1 (stereo not given)	x	-7
75	COc1cc(NC(=S)Nc2cccc(Cl)c2Cl)c(OC)cc1Cl	-14	x
76	Cc1ccc2c(c1)-c1c(cnn1CC(=O)N(CCC#N)c1ccccc1)CO2	6	-8
77	CCN(CC)/C(=N/S(=O)(=O)c1ccc(C)cc1)c1ccccc1	-10	x
78	O=C(c1ccccc1Cl)N1CCCC(c2nc3c(nnn3Cc3ccccc3)c(=O)[nH]2)C1 (stereo not given)	-12	-20
79	CC1CN(S(=O)(=O)c2cn(C)c(=O)n(C)c2=O)CC(C)O1 (stereo not given)	-16	-6
80	COC(=O)CCC(=O)OC1(C)C(=O)C2=CN(Cc3ccco3)C(c3ccc(OC)cc3)=CC2=C(Br)C1=O (stereo not given)	-11	x
81	CCCCOC(=O)Cn1c2ccc(OC)cc2c2nc3ccccc3nc21	-8	x
82	O=C1c2[nH]nc(-c3ccccc3O)c2C(c2cccc(Cl)c2)N1Cc1ccco1 (stereo not given)	2	4
83	CC1CCC(NC(=O)CN2C(=O)C3CCCN3c3ncc(Cl)cc32)CC1 (stereo not given)	0	13
84	O=c1[nH]c(SCc2n[nH]c(=S)n2-c2ccccc2)nc2ccccc12	32	46
85	CCCCS(=O)CC(CS(=O)CCCC)OC(=O)c1ccccc1 (stereo not given)	18	-2
86	Cc1c(C(=O)O)oc2c1C(O)CC(C)(C)C2 (stereo not given)	5&2	-4
87	Brc1ccc(-c2cnnc(N3CCCC3)n2)cc1	0	14
88	Cn1c(=O)c2cc(S(=O)(=O)NCCC(=O)NC3CCCCCC3)ccc2n(C)c1=O	15	x
89	O=[N+]([O-])c1ccc(N2CCN(S(=O)(=O)c3ccc4ccccc4c3)CC2)cc1NCc1ccco1	6	x
90	O=C(NCC1CCCO1)c1cc2ccccc2[nH]1 (stereo not given)	-15	8

Following part.
no.	Molecule	RmlCD inh mix	RT RNaseH block
91	CCCCN(c1ccccc1)S(=O)(=O)c1ccc2c(c1)CCN2C(=O)CCC(=O)O	-10	-17
92	CCn1c(C)cc2c(c1=O)C(c1ccc3c(c1)OCO3)C(C#N)=C(N)O2 (stereo not given)	-8	x
93	COc1ccc(C2OC(=O)CC2C(=O)NC2CCCC(C)C2C)cc1OC (stereo not given)	-37	x
94	O=C1CN(CC(=O)Nc2ccc(Cl)cc2)CCN1	-16	x
95	COC(=O)c1ccc(CSc2nnc3ccccn23)o1	3	-9
96	O=C(Oc1ccccc1)c1ccc(COC(=O)c2cnccn2)cc1	x	-24
97	Cc1ccc(NC(=O)C2CC(=O)N(c3ccc4c5c(cccc35)CC4)C2)cc1 (stereo not given)	-1	x
98	CCc1ccc(C(=O)NC(CC(C)C)C(=O)O)cc1 (stereo not given)	-16	x
99	CC(OC(=O)c1cccs1)C(=O)NCC1CCCO1 (stereo not given)	1	-9
100	CC1(C)Cc2nc3n[nH]c(N)c3cc2CO1	-11	-5
101	COc1ccc(S(=O)(=O)N2CCCCC2C(=O)O)cc1 (stereo not given)	19	x
102	Cn1c(N)c(C(=O)COC(=O)Cn2cc(C(F)(F)F)ccc2=O)c(=O)n(C)c1=O	11	-1
103	CN1CCN(CC(C)(C)NS(=O)(=O)c2ccc(Cl)cc2)CC1	1	-1
104	Cc1c(NC(C)c2ccccc2O)c(=O)n(-c2ccccc2)n1C (stereo not given)	-1	x
105	CC(C)CCn1c(SCC(N)=O)nc2c1c(=O)n(C)c(=O)n2C	-8	-8
106	Cc1ccc(S(=O)(=O)NC(=NCC(=O)O)c2ccccc2)cc1	-4	-12
107	O=C(O)CCN(CCC(=O)O)c1nnc(SCc2ccccc2)s1	-9	1
108	CCn1c(C)c2c(C)nnc(C)c2c1C	-5	2
109	CCOC(=O)c1cccc(NC(=O)CSc2nnc(-c3ccncc3)n2CCCOC)c1	6	4
110	CC(=O)c1c(C)[nH]c(C(=O)OC2CCOC2=O)c1C (stereo not given)	-4	-1
111	CCOc1ccccc1N1C(=O)c2ccc(C(=O)Nc3cccnc3)cc2C1=O	-8	-2
112	COc1ccc(N(C)C(=O)CCC(=O)Nc2ccc3nc(N4CCOCC4)cc(C)c3c2)c(OC)c1	-4	3
113	Cc1sc2nc(SCc3ccccc3)n(Cc3ccco3)c(=O)c2c1C	19	x
114	CCCOC(=O)c1ccc(-c2c(C)noc2-c2ccc(OC)cc2O)o1	-23	-17

Only part of the results is shown, so the mix of outcomes need not match the whole.
